# NCOA2 inhibitor – inhibition of GAL4-SRC2 driven luciferase reporter, primary screen, SRC2 inhibitor project, cell-based, luminescence; Nuclear receptor coactivator 2 (Homo sapiens), Q15596; HEK293 GAL4-SRC2 luciferase reporter; inhibition, % at 9 µM; actives 0.17% (n = 370,000);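 active = inhibition above the mean inhibition of all tested compounds plus 3 SD, set per campaign, cut at about 52% in these data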;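 also: 0% = DMSO treated cells and 100% = cells given Gossypol at 36 µM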
# TROY signal inh – inhibitors of TROY-driven NF-kB signaling, primary screen, Q293 LMP1-TROYcd cells, NF-kB luciferase, uHTS. Q293 LMP1-TROYcd NF-kB luciferase reporter, 4 h. actives 0.98% (n = 360,000). inhibition, % at 10 µM;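 active = compounds whose plate-normalised and pattern-corrected inhibition of the luciferase reporter signal at the single screening dose is 50% or more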
# EBV LMP1 NFkB – EBV LMP1-driven NF-kappaB luciferase reporter inhibitors, primary screen, cell-based, luminescence, single point | LMP1-induced NF-kappaB luciferase reporter cells | inhibition, % at 12.5 µM | actives 0.69% (n = 350,000) | AID 504558, 2011; in the data active = inhibition above about 41%;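 also: 0% = neutral control wells and 100% = reference inhibitor control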
# NCOA1 inh – SRC1 coactivator transcriptional activity inhibitors, primary screen, cell-based, luminescence. inhibition, % at 3.6 µM. Nuclear receptor coactivator 1 (Homo sapiens), Q15788. HEK293 GAL4-SRC1 luciferase reporter. actives 0.12% (n = 360,000);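 active = inhibition above the campaign mean plus 3 SD, with each screening campaign given its own cutoff, cut at about 60% in these data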;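 also: 0% = DMSO treated cells and 100% = gossypol at 36 µM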
# TLR9-MyD88 inh – inhibitors of TLR9-MyD88 association in cells, primary screen, cell-based, CHO, BLA complementation, fluorescence | actives 0.21% (n = 340,000) | inhibition, % at 4.98 µM | CCF4 FRET ratio;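 active = inhibition above the mean over all tested compounds plus 3 SD, cut at about 21% in these data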;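 also: 0% = DMSO only wells and 100% = clavulanate BLA inhibitor control wells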
# NR5A2 inv ag – LRH-1 (NR5A2) inverse agonists, primary screen, cell-based, luminescence, HEK293T, StAR-luciferase reporter. AID 602396, 2012. inhibition, % at 3.6 µM. LRH-1 transfected, 24 h. actives 0.13% (n = 360,000). Nuclear receptor subfamily 5 group A member 2 (Homo sapiens), O00482;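 active = inhibition above the mean inhibition of all tested compounds plus 3 SD, cut at about 73% in these data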;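 also: 0% = DMSO wells and 100% = reporter-only cells lacking LRH-1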
# COUP-TFII inh – NR2F2 transcriptional activity inhibitors, primary screen, cell-based, luciferase reporter, HEK293T, luminescence; COUP transcription factor 2 (Homo sapiens), P24468; HEK293T NGFI-A luciferase reporter; inhibition, % at 8.6 µM; actives 0.7% (n = 370,000); AID 686940, 2013;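 active = inhibition above a per-plate cutoff, mean inhibition of test wells between control levels plus 3 SD, cut at about 38% in these data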;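 also: cells cotransfected with COUP-TFII expression vector driving the NGFI-A reporter; 0% = median of COUP-TF2 test wells and 100% = reporter-only cells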
# TWEAK-Fn14 inh – inhibitors of TWEAK-Fn14 signaling, primary screen, luciferase reporter cells, uHTS; TWEAK-stimulated Fn14 reporter cells, luciferase luminescence, 8 h; inhibition, % at 10 µM; actives 2% (n = 360,000); AID 1159606, 2016; in the data active = inhibition above about 50%
# C8 TRAIL sens – viability loss with TRAIL in NB7+C8 cells, primary screen, TRAIL sensitizer project, cell-based, ATPlite luminescence. inhibition (viability loss, TRAIL sensitization), % at 10 µM. actives 1% (n = 360,000). AID 624354, 2012;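 active = compounds causing at least 50% loss of cell viability in the single-dose screen, relative to plate controls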
# NOD2-RIPK2 inh – NOD2-RIPK2 binding disruptors in cells, primary screen, fluorescence, CHO cells, BLA complementation; Receptor-interacting serine/threonine-protein kinase 2 (Homo sapiens), O43353; CCF4 ratio; inhibition, % at 4.98 µM; actives 0.38% (n = 360,000); in the data active = inhibition above about 21%;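 also: 0% = vehicle only and 100% = reference blocker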
# NCOA3 inh – SRC3 coactivator transcriptional activity inhibitors, primary screen, cell-based, luminescence | Nuclear receptor coactivator 3 (Homo sapiens), Q9Y6Q9 | HEK293 GAL4-SRC3 luciferase reporter | inhibition, % at 3.6 µM | actives 0.17% (n = 360,000) | AID 588352, 2011;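 active = inhibition above a per-campaign cutoff, the mean of all compounds plus 3 SD, cut at about 60% in these data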;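 also: 0% = DMSO-treated cells and 100% = gossypol-treated cells at 36 µM; higher means less SRC3-driven luciferase light from the GAL4 reporter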
# * = called active by the depositor; . = not tested or not shown.
SMILES,NCOA2 inhibitor,TROY signal inh,EBV LMP1 NFkB,NCOA1 inh,TLR9-MyD88 inh,NR5A2 inv ag,COUP-TFII inh,TWEAK-Fn14 inh,C8 TRAIL sens,NOD2-RIPK2 inh,NCOA3 inh
CN(C(=O)COC(=O)CNC(=O)c1ccc(C(C)(C)C)cc1)c1c(N)n(Cc2ccccc2)c(=O)[nH]c1=O,-8,-27,-1,-5,1,8,-14,1,9,-2,-7
CN(C)c1ccc(CNCCC2(O)CCOC(C)(C)C2)cc1 (centres undefined),4,-2,-8,-4,-15,-6,19,-3,-8,-9,5
O=C(NCCCc1ccccc1)c1cccc(NC(=O)c2ccccc2)c1,1,-3,-3,-8,-13,-4,8,-10,-4,2,3
O=C1C=C(c2ccc(F)cc2OCc2ccccc2)C[C@@H](c2ccc3c(c2)OCO3)C1,-14,0,3,-1,8,2,-1,15,8,-2,4
CCCNC(=O)C1(C)CCCN(Cc2ccccc2C#N)C1 (centres undefined),-12,-2,.,-1,.,3,-9,23,-3,-13,0
CC1C/C(=N\Nc2ccc(S(N)(=O)=O)cc2[N+](=O)[O-])CC(C)(C)C1 (centres undefined),-1,1,10,-13,0,2,-17,-5,-3,2,10
O=c1[nH]cnc2c1ncn2C1OC(CO)CC1F (centres undefined),0,-10,.,-1,.,-15,8,18,-4,-6,3
COc1ccc(NC(=O)CCNS(=O)(=O)c2ccc3[nH]c(=O)oc3c2)cc1Cl,-29,7,3,8,-9,-11,19,7,-16,-6,-21
CCCn1nnc(NC(=O)c2ccc3c(c2)OCO3)n1,-57,-24,-7,-77,3,-113,-9,-6,33,3,-68
Cc1nc(N)sc1C(=O)N/N=C/c1ccco1,-24,-7,-6,1,13,-34,-10,2,3,4,6
CC(=O)NCC(=O)OCC(=O)c1ccc(Br)cc1,6,5,3,7,-9,-2,-19,-5,-1,-5,13
Cc1cccc(N(Cc2ccccc2)C(=O)CCl)c1,60*,-11,2,2,2,33,10,41,96*,6,26
O=C(COC(=O)/C=C/c1cccs1)Nc1ccc(F)cc1,-9,-1,-2,-9,-7,-12,4,-5,-21,-12,8
COc1ccc(OC)c(C(=O)COC(=O)c2cc(C)oc2C)c1,-17,-16,-2,-27,-6,1,-1,-4,0,-10,9
CCC(=O)N(c1nnc(SCC(=O)c2ccc[nH]2)s1)C1CC1,-21,-15,12,-21,0,-17,-6,2,-18,0,-34
CCOC(=O)C(=O)NCc1ccc(/C=C2/N=C(C)C(C(=O)OCC)=C2O)o1,16,10,-3,-33,3,-2,7,4,-2,-1,6
Cc1ccc(S(=O)(=O)/N=C2\SC(CC(=O)Nc3ccc(F)cc3)C(=O)N2c2ccccc2)cc1 (centres undefined),-8,14,-5,-32,0,20,2,23,0,-2,5
CCOC(=O)N1CCN(c2c(NCCc3ccc(OC)c(OC)c3)c(=O)c2=O)CC1,-9,7,0,1,-9,-12,5,-15,-2,6,14
O=c1cnc2ccccc2n1Cc1ccc(Br)cc1,-21,-60,-6,-11,6,9,3,-16,-6,-6,-22
CCOC(=S)SCC(=O)Nc1nc(-c2ccccc2)cs1,2,27,5,-27,-12,-16,14,-40,-5,1,6
CCOC(=O)c1cccc(NC(=O)CNC(=O)C2CCCCC2)c1,-8,-16,2,-23,4,-18,11,4,-18,-11,24
CCOc1ccccc1CN1CCNC(=O)C1CC(=O)N(C)CCC1CCOCC1 (centres undefined),6,20,-1,2,-10,-24,8,14,-15,-1,2
CCN(C(=O)COC(=O)c1cc2c(s1)CCCCC2)C1CCS(=O)(=O)C1 (centres undefined),-11,4,-2,-31,-7,13,3,-9,-7,-5,-4
COC(=O)c1ccc(NC(=O)CC2C(=O)N(C)C(=S)N2Cc2ccc(S(N)(=O)=O)cc2)cc1 (centres undefined),-25,-7,-4,-36,-3,-8,0,-16,-4,-13,1
NC(=O)c1ccc(-c2nnn(CC(=O)Nc3cccc(S(=O)(=O)N4CCCC4)c3)n2)cc1,-12,1,0,-9,4,4,-26,2,1,-14,-66
O=C(C1CC(c2ccc(F)cc2)=NO1)N1CCCc2ccccc21 (centres undefined),-11,-14,5,-1,4,-5,9,8,-4,-7,1
O=C(NNc1ccccc1C(F)(F)F)c1sccc1Br,12,6,-12,-4,-4,-8,8,1,-2,0,2
CCc1ccc(OCC(=O)Nc2ccncc2)cc1,21,-3,8,4,5,18,6,-25,5,-13,12
CCc1cccc(CC)c1NC(=O)C1SC(=Nc2ccccc2C)C(c2nc3ccccc3s2)=C1N (centres undefined),10,2,2,-2,-8,-5,12,-30,-18,-13,-18
CCCCC(=O)Nc1ccccc1CC,19,-5,2,-2,1,4,2,-5,12,-11,-13
O=C1NN=C2CCCCCCCCCCC12 (centres undefined),-11,4,-1,3,-5,0,0,-3,-1,-8,-1
CCN(CC)CCn1c2c(c(SCC(=O)Nc3cc(C)on3)nc1=O)CCCC2,10,15,2,-8,6,-16,-4,5,0,3,20
CNC(=O)NC1CCCc2ccccc21 (centres undefined),-12,0,1,-15,1,-9,-5,-17,-9,7,0
CCOC(=O)[C@@H]1[C@H]2COc3cc(OC)ccc3[C@@H]2N2C(=O)N(c3ccc(F)cc3)C(=O)[C@@]12C,0,-5,28,-4,5,9,13,5,-13,-9,-5
N=c1nc(SCCC(=O)O)ss1,50,11,7,-13,2,18,17,16,-3,-7,-4
COc1ccc(-n2nc3c(c2NC(=O)C(C)Oc2ccccc2)CS(=O)(=O)C3)cc1 (centres undefined),12,5,-2,3,-1,0,-5,-2,-15,3,22
COCCCC1CCN(C(=O)CCc2nnc(CCCCc3ccccc3)o2)CC1,-21,-18,0,-5,0,7,27,12,5,5,-15
CC(O)CNc1nc(Cl)c(C#N)s1 (centres undefined),-16,6,1,-4,1,9,7,1,0,-10,6
O=c1ccnc(NCCc2ccccc2)[nH]1,4,-10,3,1,1,10,-3,0,1,1,2
Cc1ccc(Cl)cc1N1CCN(C(=O)C2CCN(S(=O)(=O)c3c(C)nn(C)c3C)CC2)CC1,8,29,12,-7,-4,6,13,30,9,5,7
CN(C(=O)COc1ccccc1C(=O)NCCOc1ccccc1)c1ccccc1,46,62*,13,51,-4,50,56*,88*,42,0,77*
Cc1cc(C)n2nc(C(=O)N3CCCC(Nc4ccc(C(C)C)cc4)C3)cc2n1 (centres undefined),-9,-5,11,0,7,-6,2,7,-3,-4,-1
COCc1c(C(=O)N2CCN(c3ccc(C(F)(F)F)cn3)CC2)oc2ccccc12,2,-1,3,-13,-3,-8,5,-7,5,7,-7
Cc1ccc(NC(=O)CCC(=O)NNC(=O)Nc2cccc(Cl)c2)c(C)c1,19,-15,-7,8,0,11,-5,6,-12,-14,4
Cc1ccc(S(=O)(=O)NCCNC(=O)N2CCOCC2)cc1,-4,-5,-4,-14,0,-10,28,-3,-4,3,11
COC(=O)c1cn(NC(=O)Cc2ccccc2OC)c(=O)c2ccccc12,-31,-19,-4,-8,-2,9,-4,-16,-33,7,19
Cc1cccc(OCCCCCN2CCOCC2)c1,-17,-3,-1,-17,-17,7,-5,5,4,2,5
CC(C)(C)OC(=O)NCCCC[C@H](NC(=O)c1nc[nH]c1C(=O)NCc1ccccc1)C(=O)OC(C)(C)C,22,2,-2,10,9,7,18,-14,16,1,11
CCc1noc(C)c1C(=O)N1CC(C)SC1=Nc1ccc(Cl)cc1 (centres undefined),12,-9,20,-5,-1,15,4,4,-23,-10,-11
N#Cc1nc(Cc2cccc3ccccc23)oc1NCC1CCCO1 (centres undefined),-3,6,4,-17,-4,-14,8,-2,-39,3,5
CCOC(=O)N1CCC(NC(=O)c2cc3c(-c4ccccc4F)nn(C)c3s2)CC1,-5,29,15,3,-6,-6,-6,23,39,-2,3
O=C(OCc1ccccc1)c1ccc(NCc2cc(O)ccc2O)cc1,83*,58*,-36,-34,1,37,56*,107*,90*,14,40

# A second format for some results above:
structure	NCOA2 inhibitor	TROY signal inh	EBV LMP1 NFkB	NCOA1 inh	TLR9-MyD88 inh	NR5A2 inv ag	COUP-TFII inh	TWEAK-Fn14 inh	C8 TRAIL sens	NOD2-RIPK2 inh	NCOA3 inh
Cc1ccc(Cl)cc1N1CCN(C(=O)C2CCN(S(=O)(=O)c3c(C)nn(C)c3C)CC2)CC1	8	29	12	-7	-4	6	13	30	9	5	7
CN(C(=O)COc1ccccc1C(=O)NCCOc1ccccc1)c1ccccc1	46	62*	13	51	-4	50	56*	88*	42	0	77*
Cc1cc(C)n2nc(C(=O)N3CCCC(Nc4ccc(C(C)C)cc4)C3)cc2n1 (centres undefined)	-9	-5	11	0	7	-6	2	7	-3	-4	-1
COCc1c(C(=O)N2CCN(c3ccc(C(F)(F)F)cn3)CC2)oc2ccccc12	2	-1	3	-13	-3	-8	5	-7	5	7	-7
Cc1ccc(NC(=O)CCC(=O)NNC(=O)Nc2cccc(Cl)c2)c(C)c1	19	-15	-7	8	0	11	-5	6	-12	-14	4
Cc1ccc(S(=O)(=O)NCCNC(=O)N2CCOCC2)cc1	-4	-5	-4	-14	0	-10	28	-3	-4	3	11
COC(=O)c1cn(NC(=O)Cc2ccccc2OC)c(=O)c2ccccc12	-31	-19	-4	-8	-2	9	-4	-16	-33	7	19
Cc1cccc(OCCCCCN2CCOCC2)c1	-17	-3	-1	-17	-17	7	-5	5	4	2	5
CC(C)(C)OC(=O)NCCCC[C@H](NC(=O)c1nc[nH]c1C(=O)NCc1ccccc1)C(=O)OC(C)(C)C	22	2	-2	10	9	7	18	-14	16	1	11
CCc1noc(C)c1C(=O)N1CC(C)SC1=Nc1ccc(Cl)cc1 (centres undefined)	12	-9	20	-5	-1	15	4	4	-23	-10	-11
N#Cc1nc(Cc2cccc3ccccc23)oc1NCC1CCCO1 (centres undefined)	-3	6	4	-17	-4	-14	8	-2	-39	3	5
CCOC(=O)N1CCC(NC(=O)c2cc3c(-c4ccccc4F)nn(C)c3s2)CC1	-5	29	15	3	-6	-6	-6	23	39	-2	3
O=C(OCc1ccccc1)c1ccc(NCc2cc(O)ccc2O)cc1	83*	58*	-36	-34	1	37	56*	107*	90*	14	40

# Source: PubChem BioAssay

# Only part of the results is shown (hit frequency here may not be typical).
